Assay outcomes from PubChem BioAssay.
LYP inh 2 = inhibitors of human LYP (PTPN22) phosphatase. recombinant LYP catalytic domain, DiFMUP fluorescence. inhibition, % at 2 µM. hit rate 0.21% among 96,000;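 active means inhibition at 2 µM at or above a set limit, the screen mean plus 3 SD, cut at about 24% in these data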;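 further: 0% = DMSO with enzyme and 100% = enzyme fully blocked by orthovanadate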
Target sequence (Q9Y2R2 whole entry, looked up, the tested form may be a part): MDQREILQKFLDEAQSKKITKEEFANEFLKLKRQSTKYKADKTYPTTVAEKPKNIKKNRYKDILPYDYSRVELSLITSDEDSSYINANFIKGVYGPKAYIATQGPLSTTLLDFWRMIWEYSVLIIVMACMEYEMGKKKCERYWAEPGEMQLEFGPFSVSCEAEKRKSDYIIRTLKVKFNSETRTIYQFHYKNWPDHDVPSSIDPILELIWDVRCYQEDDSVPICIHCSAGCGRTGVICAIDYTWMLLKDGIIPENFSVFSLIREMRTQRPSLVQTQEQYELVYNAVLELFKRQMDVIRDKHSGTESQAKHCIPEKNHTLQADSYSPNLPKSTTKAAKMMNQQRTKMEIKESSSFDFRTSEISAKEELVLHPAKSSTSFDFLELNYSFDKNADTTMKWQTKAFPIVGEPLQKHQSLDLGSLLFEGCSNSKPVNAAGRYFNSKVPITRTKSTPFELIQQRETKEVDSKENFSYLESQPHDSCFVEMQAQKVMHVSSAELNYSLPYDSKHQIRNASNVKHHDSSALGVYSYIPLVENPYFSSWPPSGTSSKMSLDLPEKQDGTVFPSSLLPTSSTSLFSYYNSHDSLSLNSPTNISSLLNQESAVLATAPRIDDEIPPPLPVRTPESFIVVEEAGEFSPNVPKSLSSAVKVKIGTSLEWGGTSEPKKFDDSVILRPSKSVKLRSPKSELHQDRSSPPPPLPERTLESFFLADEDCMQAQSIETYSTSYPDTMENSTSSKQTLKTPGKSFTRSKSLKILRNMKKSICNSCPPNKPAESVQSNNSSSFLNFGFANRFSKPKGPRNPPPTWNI
cytoskel mod = alters cytoskeleton assembly in HUVEC cells. HUVEC TNFa F-actin phalloidin imaging, high content. inhibition, % at 2 µM. hit rate 0.18% among 91,000;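 active means inhibition above the batch mean plus 3 SD and confirmed as a hit by visual image inspection, cut at about 30% in these data, passing the limit was not always enough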; further: strong numbers were not always called active
hDAT+cocaine = modulates human dopamine transporter uptake under cocaine; LLC-PK1 hDAT cells, [14C]-dopamine uptake with cocaine IC80; actives deviate in either direction; AID 449768; B-score at 10 µM; hit rate 1.3% among 110,000; Q01959;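 active means Z score or B-score, a plate-position-corrected score, falls beyond the plate's 99.7% confidence bounds, in either direction; inactive means both scores lie inside the 99.7% bounds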;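 further: scored against the spread of the other compound wells on the same plate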
MT1-MMP txn act = MT1-MMP promoter transcription activation | activation factor at 10 µM | hit rate 0.16% among 86,000 | AID 750 | HT1080 MT1-MMP promoter luciferase reporter, luminescence, overnight; stronger effect = higher value;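 active means activation factor of at least 2 for MT1-MMP transcription at 10 µM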
Smad3 FoxH1 inh = Smad3 (human) transcription factor binding inhibition; P84022; TR-FRET Smad3/Dy647-FoxH1 peptide binding, europium anti-His; inhibition, % at 25 µM; hit rate 0.29% among 88,000; AID 630;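 active means compounds that reduce the energy-transfer binding signal between the protein and its labelled peptide by more than half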;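 further: 0% = Smad3 plus labelled peptide maximal FRET and 100% = peptide-only background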
Calb biofilm kill = kills Candida albicans biofilms; C. albicans biofilm + clotrimazole, Alamar Blue; inhibition, % at 6 µM; hit rate 0.14% among 85,000;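 active means inhibition above 20%; inactive means inhibition below 20%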;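 further: preformed 24 hr biofilms exposed to compound for 48 hr; 0% = biofilm without compound and 100% = blank killed by clotrimazole plus chlorhexidine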
VCAM1 TNFa inh = reduces TNF alpha induced VCAM1 expression in HUVEC. HUVEC TNFa-induced VCAM-1 immunofluorescence, high-content imaging. inhibition, % at 2 µM. hit rate 0.48% among 95,000. AID 802;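 active means inhibition above the batch mean plus 3 SD, with images confirmed as a hit by eye, cut at about 37% in these data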;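 further: 0% = TNF-stimulated DMSO wells and 100% = unstimulated control wells; not every result past the cut was called active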
HUVEC tox TNFa = HUVEC cytotoxicity counter-screen, TNF alpha stimulated; HUVEC TNFalpha-stimulated, Hoechst cell count, imaging; cell count reduction, % at 2 µM; hit rate 0.17% among 93,000;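 active means cell count reduction exceeding the screen mean by over 5 SD, scaled to untreated wells per plate, cut at about 78% in these data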;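 further: cells counted after 24 h of TNF alpha exposure following the 1 h pretreatment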
IL1B cytotox = toxic to HUVEC cells under IL-1B stimulation | HUVEC cell count loss, Hoechst imaging, IL-1B stimulated | cell count reduction, % at 2 µM | hit rate 0.41% among 94,000 | AID 845;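 active means cell count reduction more than 3 SD above the screen-wide mean, cut at about 70% in these data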;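 further: normalized per plate to untreated control cells as the no-loss baseline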
Active calls of the source: *; . = no result given; [ ] = another dose, or the depositor's remark. Only part of the results is shown; count on the stated rates, not on these rows.

SMILES	LYP inh 2	cytoskel mod	hDAT+cocaine	MT1-MMP txn act	Smad3 FoxH1 inh	Calb biofilm kill	VCAM1 TNFa inh	HUVEC tox TNFa	IL1B cytotox
C=CCSc1ncccc1C(=O)NCc1ccccc1	7	5	-1	1.1	-4	-2	5	-37	7
COCCn1c(SCc2nc(N)nc(Nc3ccccc3C)n2)nc2ccccc2c1=O	-9	-2	0.79	1.2	-6	7	9	-11	-10
O=C(c1ccco1)c1cn(CC(=O)N2CCCCC2)c2ccccc12	9	10	0.54	1.1	5	2	.	.	15
Cn1c(=O)c2c(nc(CN3CCN(CCO)CC3)n2Cc2cccc3ccccc23)n(C)c1=O	-12	.	-0.0026	1.1	10	5	-4	-61	-18
C=CCn1c(=O)c2ccccc2n2c(SCC(=O)/C(C#N)=C(\C)N)nnc12	-6	17	0.74	1.1	13	6	9	-35	-12
CCc1ccc(NCCC(=O)c2ccc(Cl)cc2)cc1	4	-21	-0.41	.	.	.	-18	15	10
Cc1ccccc1-c1nc(CN2CCC(C(=O)N3CCC(C(N)=O)CC3)CC2)c(C)o1	-3	-4	-0.53	1	1	-3	4	-27	-6
O=c1[nH]c(N2CCOCC2)nc2c1CCCC2	4	-14	0.066	1.1	.	.	-28	10	-12
COc1cc2ncnc(NCc3ccc(C)cc3)c2cc1OC	-3	-13	0.81	.	.	.	11	-2	-45
CC1CC(C)CN(S(=O)(=O)c2cccc3cccnc23)C1 (stereo unspecified)	2	-6	0.48	1.1	-11	1	11	-15	6
COc1ccc(C(=O)c2c[nH]c(C(=O)NCc3cccs3)c2)cc1	1	8	.	.	.	.	9	-3	-37
COc1ccc(-c2nnc(SCCc3ccccc3)n2N)cc1	-2	3	-0.37	1.3	3	6	12	-6	-16
O=C(CO/N=C/c1ccccc1)N1c2ccccc2Oc2ccccc21	10	3	-1.3	1.2	4	5	7	-17	28
CCN(CC)S(=O)(=O)c1ccc(N2CCN(S(=O)(=O)c3ccccc3C#N)CC2)nc1	1	4	-0.37	1.1	5	4	5	-40	-5
CC1(C)CC(=O)CC(C2(O)C(=O)N(Cc3ccccc3)c3ccccc32)O1 (stereo unspecified)	4	14	0.14	1.1	5	9	14	-1	5
CN1CCN(S(=O)(=O)c2cccc([N+](=O)[O-])c2)CC1	-3	-11	-0.07	.	.	.	11	-4	7
c1ccc(Cn2nnc3c(N4CCN(Cc5ccc6c(c5)OCO6)CC4)ncnc32)cc1	0	1	0.52	1.1	6	7	14	-21	-27
CC1(NC(=O)N2CCCCC2)CCS(=O)(=O)C1 (stereo unspecified)	.	.	0.46	1.1	-4	9	.	.	.
CCN(CC)C(=O)c1cc2c(=O)n3cccc(C)c3nc2n1C	-5	-35	1.8	1.1	10	10	14	-14	-36
CCOC(=O)c1c(C)oc2cc(Br)c(OC(=O)N3CCOCC3)cc12	-13	11	-0.092	1.2	-7	9	-5	-42	-18
O=C(Cn1cnc([N+](=O)[O-])c1)Nc1cc(Oc2ccc(Cl)cc2Cl)cc([N+](=O)[O-])c1	4	-8	-0.91	1.1	-8	6	9	-15	-4
Clc1ccccc1Cn1nnc2c(N3CCCC3)ncnc21	5	.	0.64	1.1	3	3	19	-14	-50
CC(O)(C#CCN1CCCCC1)c1ccccc1 (stereo unspecified)	13	0	-0.63	1.1	0	-5	2	7	27
CC1(C)COC(c2cc([N+](=O)[O-])ccc2Cl)=N1	0	-1	0.14	.	.	.	-10	1	8
Cc1nc2ccccc2c2nc(NC(=O)Cc3ccccc3)nn12	-2	9	0.28	1	-3	8	29	-16	7
(listing goes on)
SMILES	LYP inh 2	cytoskel mod	hDAT+cocaine	MT1-MMP txn act	Smad3 FoxH1 inh	Calb biofilm kill	VCAM1 TNFa inh	HUVEC tox TNFa	IL1B cytotox
CCOc1cc(C)c(C(C)C)cc1S(=O)(=O)N1CCOCC1	7	-13	0.5	1	5	3	13	12	-41
CCCCOc1cccc(/C=N/NC(=O)c2csc(C)c2C)c1	-10	6	-0.85	.	.	.	12	-13	-23
Cc1ccc2nc(C(=O)O)c(C(=O)O)nc2c1	-13	-2	-0.33	1.1	4	2	5	-36	2
CS(=O)(=O)N1CCN(Cc2ccc(C(F)(F)F)cc2)CC1	-10	-9	-0.056	.	.	.	-1	-15	-9
Cc1ccc(Nc2cnn(C34CC5CC(CC(CC(=O)O)(C5)C3)C4)c(=O)c2Cl)cc1C	1	.	0.18	1.1	5	4	-7	-22	-22
CCC(c1nnnn1C1CCCC1)N(Cc1cccs1)Cc1cc2cccc(C)c2[nH]c1=O (stereo unspecified)	17	7	-0.23	1.2	12	6	-37	-13	-41
CCCCn1c(=NC(=O)c2ccc3c(c2)OCO3)c(C#N)cc2c(=O)n3cccc(C)c3nc21	19	-19	-0.44	1.3	-13	-4	-3	-27	1
Fc1ccccc1OCCSc1nnnn1-c1ccccc1	-2	-3	0.72	.	-8	-2	0	23	8
CSc1nnc2n(C)c3c(c(=O)n12)C1(CCCC1)Cc1ccccc1-3	-2	-19	-0.92	1.1	1	2	10	-20	-9
CCCCc1c(O)nc(SCC(=O)N2CCOCC2)[nH]c1=O	-8	-15	1.3	1.1	4	10	1	9	-9
Cc1[nH]c2c(C)cccc2c(=O)c1Br	.	.	-0.91	1.2	-1	0	.	.	.
CCOCCCN(C(=O)Cn1nnc2ccccc21)C(C(=O)NCc1ccco1)c1ccncc1 (stereo unspecified)	-3	-32	-0.28	1	-10	1	-6	10	-14
COc1cccc(N2C(=O)C3CC=C(Cl)CC3C2=O)c1 (stereo unspecified)	-3	8	-0.0074	1	4	9	5	-10	-28
CCN1C(=O)C(CC(=O)Nc2c(C)cccc2C)SC1=Nc1ccc(S(N)(=O)=O)cc1 (stereo unspecified)	3	-10	0.38	1	-18	-1	-21	-20	6
CC1(C)C(=O)OC(C(=O)c2ccccc2)C(C)(C)C1=O (stereo unspecified)	-4	5	-0.00054	1.1	3	10	13	-14	-8
Cc1ccn2c(NC3CCCCC3)c(C)nc2c1	-24	7	0.37	1.5	4	10	-5	-25	-18
CCN(CC)S(=O)(=O)c1ccc2oc(C(=O)NC3CCCc4ccccc43)c(C)c2c1 (stereo unspecified)	4	4	1.6	1.2	10	4	9	-28	-77
COc1ccccc1N1CCN(C(=O)CSc2nc(C)cc(=O)[nH]2)CC1	0	-2	-0.14	1.1	10[fluorescence artefact?]	2	7	-10	.
Cc1ccc(OCCCSc2ncccn2)cc1C	2	2	-0.28	1.6	3	4	2	-18	-17
COC(=O)c1cc(Br)c(=O)n(-c2ccccc2F)c1	2	7	0.25	0.9	6	6	5	-22	-7
CCOC(=O)c1cc(=O)n2nc(-c3ccc(C)cc3)nc2s1	10	.	-8.4*	1.1	7	7	-7	-41	-114
COc1ccc(N/C=C/C(=O)c2ccc(C)cc2)c([N+](=O)[O-])c1	1	19	-0.2	.	.	.	-6	-7	15
CC(=O)Nc1nnc(-c2ccc3c(c2)CCCC3)o1	2	11	0.44	1.1	-2	14	-5	4	6
O=C(NCCc1ccccc1)c1ccc2nc(-c3ccco3)c(-c3ccco3)nc2c1	2	3	-1.2	1.1	16	3	-3	-27	7
O=C1C2CCCN2C(c2ccccc2)N1c1nccs1 (stereo unspecified)	0	3	-0.76	1.3	3	1	-8	-14	-46
Additional entries follow:
SMILES	LYP inh 2	cytoskel mod	hDAT+cocaine	MT1-MMP txn act	Smad3 FoxH1 inh	Calb biofilm kill	VCAM1 TNFa inh	HUVEC tox TNFa	IL1B cytotox
Cc1cc(C)nc(SCc2ccc(C(=O)O)o2)n1	10	5	-0.6	1	-4	7	-10	34	34
Cn1cc(S(=O)(=O)NCc2cccs2)c(=O)n(C)c1=O	-3	-8	0.23	1	3	7	-3	8	-17
CN1C(C)(C)CC(NC(=O)CCC(=O)NC2CC(C)(C)N(C)C(C)(C)C2)CC1(C)C	-9	-13	0.35	1.2	-2	-2	9	-34	-22
Cc1ccc(-n2nnnc2SCC(=O)NNC(=O)c2ccco2)cc1C	-8	3	0.016	.	.	.	-15	-23	5
COc1ccccc1CCN1C(=S)NC(C)(C)CC1(C)O (stereo unspecified)	-15	-13	0.39	1.1	-2	6	17	-6	-2
CCCCN(CC)C(=O)c1cccc(Cl)c1	13	-1	-0.51	1.4	10	8	0	-3	-5
Cc1cccc(N2CCN(S(=O)(=O)c3cnc[nH]3)CC2)c1C	7	8	-1.5	1	-5	-9	-13	-28	6
Cn1c(SCC(=O)NCCN2C(=O)CSC2=O)nc2ccccc2c1=O	10	-3	1.6	1.1	-1	4	3	-12	2
Cc1cc(C)n(/N=C/c2ccccc2)c(=O)c1C#N	-6	-14	-0.51	1	3	6	-2	-9	-31
COc1cc(-c2nnc(SCC#CCO)o2)cc(OC)c1OC	5	-5	0.5	1	-12	2	-16	-5	-20
Cc1ccc(C(C(=O)NC2CCCC2)N(Cc2cccnc2)C(=O)c2snc(C(N)=O)c2N)o1 (stereo unspecified)	2	-6	-0.8	1	.	.	13	-17	-18
CCCCOC(=O)Nc1ccc(S(=O)(=O)Nc2cc(C)nc(C)n2)cc1	.	.	-0.6	1	3	2	.	.	.
Cc1csc(NC(=O)CCc2ccc(S(=O)(=O)N3CCOCC3)cc2)n1	4	-16	-1.1	1	-13	5	6	-13	0
CCOC(=O)c1nn(-c2ccc(C)cc2)c2nc(Nc3ccccc3)cc(=O)n12	-14	-11	0.3	.	.	.	-21	-20	14
CCOc1ccccc1N1CCN(C2=C(NS(=O)(=O)c3cccs3)C(=O)c3ccccc3C2=O)CC1	7	-14	0.0087	1.2	-2	5	7	-9	-22
Cc1cc(-c2nnc(SCc3cccnc3)o2)no1	-12	.	-0.31	1.3	11[fluorescence artefact?]	7	18	-44	-49
O=C(O)c1c2c(nc3ccc(F)cc13)CCC2	1	-13	-0.46	1.1	12	5	5	-16	10
c1ccc(COc2ccc(CNCc3cccs3)cc2)cc1	13	11	-0.12	.	.	.	4	4	-4
COCCCn1c(Cc2ccccc2)nnc1SCC(=O)N1CCCCC1	-4	36	0.45	1.1	-4	4	-21	-5	-14
CC(=O)c1cc(-c2ccccc2)n(CC(=O)NCc2cccs2)c1C	6	-14	-0.85	1.1	1	-4	-1	-10	-14
O=c1[nH]c(=O)n(Cc2ccccc2)c2c1CCC2	1	-6	-0.2	1.1	8	5	-15	-3	-2
CCN(CC(=O)NCc1ccc(F)cc1)C(=O)C1CCN(C(=O)Nc2ccccc2)CC1	.	.	1.5	1.2	11	3	.	.	.
O=C(Nc1ccc2sc3ccccc3c(=O)c2c1)c1ccccc1Cl	2	4	1.1	.	.	.	14	-20	-16
O=C(NC1CC2CCC(C1)N2C(=O)NCc1ccccc1)NC12CC3CC(CC(C3)C1)C2 (stereo unspecified)	6	4	.	.	.	.	20	11	-7
O=C(NCc1ccc(F)cc1)C1CCN(S(=O)(=O)N2CCC3(CC2)OCCO3)CC1	-6	3	-0.006	1.1	-15	-8	10	-11	-26
CC(c1ccccc1)n1c(NCCCn2ccnc2)nc2c1c(=O)[nH]c(=O)n2C (stereo unspecified)	4	-6	0.045	1.1	3	1	-12	11	6
COc1ccc(/C=N/n2c(N)nc3ccccc32)cc1OC	1	24	0.089	1.4	-18	-3	-3	-1	1
Cc1cc(C(=O)Nc2nc3ccc(S(C)(=O)=O)cc3s2)c(C)o1	-15	3	-0.72	1	-6	5	4	-23	-5

hDAT+cocaine: what is marked active above.
Compound	LYP inh 2	cytoskel mod	hDAT+cocaine	MT1-MMP txn act	Smad3 FoxH1 inh	VCAM1 TNFa inh
CCOC(=O)c1cc(=O)n2nc(-c3ccc(C)cc3)nc2s1	10	.	-8.4*	1.1	7	-7
